CDK5 inh = inhibitors of human CDK5/p35 kinase, primary screen, biochemical, single concentration | Cyclin-dependent kinase 5 (Homo sapiens) + Cyclin-dependent kinase 5 activator 1 (Homo … | inhibition, % at 10 µM | actives 0.01% (n = 330,000) | Recombinant CDK5/p35, ADP-Glo luminescence, 60 min;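 active means highest replicate inhibition of at least 50% and at least 75% of replicates reaching 50%; inconclusive means only one of the two criteria met; inactive means both criteria failed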;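 further: plate controls were DMSO neutral control for no effect and GW8510 at 10 µM for full effect; many of its hits are not listed in these tables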
Target sequence (Q00535 whole entry, looked up): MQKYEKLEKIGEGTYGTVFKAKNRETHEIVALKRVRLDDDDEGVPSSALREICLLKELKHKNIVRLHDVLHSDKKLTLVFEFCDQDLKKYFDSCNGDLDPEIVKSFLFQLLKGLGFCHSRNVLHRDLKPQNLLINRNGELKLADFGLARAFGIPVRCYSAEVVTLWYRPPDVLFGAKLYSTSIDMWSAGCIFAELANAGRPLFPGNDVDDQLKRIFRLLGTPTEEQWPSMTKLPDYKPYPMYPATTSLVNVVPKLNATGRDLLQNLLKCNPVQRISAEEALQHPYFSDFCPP
Target sequence (Q15078 whole entry, looked up): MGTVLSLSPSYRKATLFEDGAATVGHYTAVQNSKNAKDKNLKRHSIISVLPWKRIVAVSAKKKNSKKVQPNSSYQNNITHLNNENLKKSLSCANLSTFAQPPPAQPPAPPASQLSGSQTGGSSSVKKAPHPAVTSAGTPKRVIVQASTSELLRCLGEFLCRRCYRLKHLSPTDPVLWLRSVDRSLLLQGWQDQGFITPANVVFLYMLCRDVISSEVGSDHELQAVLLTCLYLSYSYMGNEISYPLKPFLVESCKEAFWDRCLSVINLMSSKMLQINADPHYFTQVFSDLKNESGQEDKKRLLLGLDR
HTR5A inv ctr = HTR5A inverse agonists in luminescence cell assay, primary screen, counter-screen for OPRM1-OPRD1 heterodimer inverse agonist project, full-deck HTS | 5-hydroxytryptamine receptor 5A (Homo sapiens), P47898 | HTR5A cell line, inverse agonism | actives 0.083% (n = 340,000) | inhibition, % at 9.3 µM; in the data active means inhibition mostly above about 23%, no sharp cut-off; inactive means mostly below about 18%;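 further: 0% = cells with DMSO and 100% = no-cell wells with DMSO; some compounds called inactive have numbers as strong as hits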
phage Ecoli inh = growth loss of phage-infected E. coli, primary screen, RecBCD inhibitor project, absorbance, with phage, HTS; actives 0.26% (n = 360,000); inhibition, % at 11.9 µM; in the data active means inhibition above about 11%
E coli growth = E. coli V3065 growth inhibition, primary screen, counter-screen for AddAB inhibitor project, absorbance, OD600; 18 h; inhibition, % at 11.9 µM; actives 0.27% (n = 330,000); AID 449728, 2010;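 active means inhibition above the campaign's mean inhibition across all tested compounds plus 3 SD, cut at about 9.9% in these data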;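 further: uninfected addAB+ strain grown without phage in ampicillin broth; 0% = DMSO wells and 100% = ciprofloxacin 0.95 µg/ml wells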
Tat export inh = E. coli Tat export inhibitors, primary screen, MC4100, TorA-mCherry reporter, fluorescence, single point; actives 0.036% (n = 340,000); AID 488895, 2010; inhibition, % at 10 µM;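 active means mean replicate inhibition at least 50% and at least half of replicates individually reaching 50%; inconclusive means only one of the two criteria met; inactive means neither criterion met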;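 further: exported cargo escapes ClpAP degradation while cytoplasmic cargo is degraded and loses fluorescence; 0% = median of neutral control wells and 100% = median of NaSCN control wells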
PKA-R2B activ = activators of PKA-R2B holoenzyme, primary screen, biochemical, fluorescence polarization, Cy5-IP20, human; PKA-R2B holoenzyme dissociation; R2B truncated from residue 108, S112A mutant; 0% DMSO only, 100% 113 µM cGMP; AID 504700, 2011; actives 0.079% (n = 340,000); cAMP-dependent protein kinase catalytic subunit beta (Homo sapiens) + cAMP-dependent …; activation, % at 11.4 µM;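 active means activation above a cutoff set at the mean over all compounds plus 3 SD, cut at about 18% in these data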;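 further: higher means more holoenzyme dissociation and a rise in polarization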
HTR5A ag = HTR5A agonists in luminescence cell assay, primary screen, counter-screen for OPRM1-OPRD1 heterodimer agonist project, full-deck HTS; cell-based; actives 0.61% (n = 340,000); activation, % at 9.3 µM; in the data active means activation mostly above about 9.5%, no sharp cut-off; inactive means mostly below about 7.6%;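 further: 0% = cells with vehicle only and 100% = reference agonist; strong numbers were not always called active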
AddAB inh = growth inhibition of E. coli expressing H. pylori AddAB, primary screen, AddAB inhibitor project, absorbance; inhibition, % at 11.9 µM; actives 0.29% (n = 330,000); in the data active means inhibition above about 12%;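 further: 0% = vehicle wells of infected cells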
SUMO Mot1 rescue = yeast Mot1-301 growth rescue at high temperature, primary screen, SUMOylation pathway inhibitor project, S. cerevisiae, ATP luminescence, 38.5C; S. cerevisiae Mot1-301 growth rescue; percent above DMSO median, 100 means doubled; growth rescue, % at 18.8 µM; actives 1% (n = 320,000); AID 2716, 2010;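 active means every valid replicate shows activation above 250% relative to neutral control wells; inactive means the rest, any valid replicate at or below 250%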;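 further: OY570 slx delta 5 strain wells were the positive control but not used for scaling; some compounds called inactive have numbers as strong as hits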
PKA-R1A act = activators of PKA-R1A holoenzyme, primary screen, biochemical, fluorescence polarization, Cy5-IP20, bovine R1A, mouse PKAc. cAMP-dependent protein kinase type I-alpha regulatory subunit (Bos taurus) + …. PKA-R1A dissociation; scaled: DMSO 0%, 113 µM cGMP 100%. activation, % at 11.4 µM. actives 0.083% (n = 340,000). AID 504707, 2011;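 active means percent activation above the mean of all tested compounds plus 3 SD, cut at about 19% in these data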;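 further: higher means more PKAc released from R1A so a rise in polarization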
DAGLB inh = DAGLB lipase inhibitors, primary screen, biochemical, fluorescence, HTS. inhibition, % at 5.17 µM. Diacylglycerol lipase-beta (Homo sapiens), Q8NCG7. actives 0.059% (n = 340,000). HEK293T DAGLB membrane lysate, EnzChek fluorogenic substrate; in the data active means inhibition above about 34%;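 further: 0% = enzyme with vehicle and 100% = wells lacking enzyme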
* marks the source's active call; other numbers are inactive results; ? = inconclusive; nt = not tested or not shown.

1) CC1=CC(=O)[C@@H](O)[C@@H](c2ccccc2Br)N1C
2) CCc1ccc(N=C2NC(=O)/C(=C/c3cc(OC)c(O)c(OC)c3)S2)cc1
3) CC(C)C[C@H](NC(=O)N1CC(=O)Nc2ccccc21)C(=O)N[C@@H](Cc1c[nH]c2ccccc12)C(=O)O
4) CCOC(=O)c1c2ccccc2[n+]([O-])n1CCO
5) CC(=O)c1ccc(OCC(C)C)c(CN2CCCCC2)c1
6) CC(=O)Nc1ccc(C(=O)Nc2ccc(S(=O)(=O)NCC3CCCO3)cc2)cc1 (stereo unspecified)
7) COC(=O)c1cc(CNC(=O)C(C)NS(=O)(=O)c2ccc(C)c(C)c2)ccc1OC (stereo unspecified)
8) Cc1nc2ccc(N=NC3=C(O)CC(C)(C)CC3=O)cc2s1
screen / no. | 1 | 2 | 3 | 4 | 5 | 6 | 7 | 8
CDK5 inh | 1.2 | -0.8 | -0.2 | 1.2 | -1.4 | 3.6 | 0.2 | 4.8
HTR5A inv ctr | -10.3 | -23.8 | -1.3 | 3.6 | 3.4 | 12.6 | -5.9 | -37.1
phage Ecoli inh | 1.2 | -1.6 | 0.7 | 2.1 | 0.2 | 0.4 | 0.9 | 1.1
E coli growth | nt | nt | 0.7 | -1.1 | 0.2 | 2.9 | -2.1 | 1.2
Tat export inh | ? | -0.6 | -7.9 | -5.7 | -10.9 | -2.2 | 4.8 | 6.7
PKA-R2B activ | -7.3 | 2.7 | -1.3 | -11.4 | 0.2 | -11.0 | 2.6 | -1.6
HTR5A ag | 2.8 | 6.4 | 39.8* | -1.3 | 1.0 | -2.2 | 1.7 | -3.9
AddAB inh | nt | nt | 5.2 | -0.5 | 3.0 | 3.8 | 0.1 | 0.7
SUMO Mot1 rescue | nt | 1.6 | -10.7 | -9.1 | 1.8 | -0.4 | -5.4 | -10.3
PKA-R1A act | -6.3 | 4.0 | -2.6 | -19.0 | -5.0 | 8.8 | 3.1 | -7.9
DAGLB inh | -5.5 | 2.4 | 0.9 | 0.3 | 0.9 | 0.5 | -0.3 | 0.9

Rewritten field by field: two of the compounds above.
1	CC1=CC(=O)[C@@H](O)[C@@H](c2ccccc2Br)N1C
  CDK5 inh = 1.2	HTR5A inv ctr = -10.3	phage Ecoli inh = 1.2	E coli growth = nt	Tat export inh = ?	PKA-R2B activ = -7.3	HTR5A ag = 2.8	AddAB inh = nt	SUMO Mot1 rescue = nt	PKA-R1A act = -6.3	DAGLB inh = -5.5

8	Cc1nc2ccc(N=NC3=C(O)CC(C)(C)CC3=O)cc2s1
  CDK5 inh = 4.8	HTR5A inv ctr = -37.1	phage Ecoli inh = 1.1	E coli growth = 1.2	Tat export inh = 6.7	PKA-R2B activ = -1.6	HTR5A ag = -3.9	AddAB inh = 0.7	SUMO Mot1 rescue = -10.3	PKA-R1A act = -7.9	DAGLB inh = 0.9

Remaining list, next part.
9) COc1ccc(S(N)(=O)=O)cc1C(=O)NNC(=O)c1cccc(S(=O)(=O)N2CCOCC2)c1
10) CCCCCCn1c(CN2CCCCC2)nc2c1c(=O)n(C)c(=O)n2C
11) O=S(=O)(CCN1CCN(c2ccccc2O)CC1)c1cc(Cl)ccc1Cl
12) CCn1c(SCC(=O)N/N=C(/C)c2ccncc2)nc2ccccc21
13) COc1ccccc1N=C(C)C1=C(O)COC1=O
14) CCOc1ccccc1/C=N/n1nnnc1N
15) CNc1nc(CC(C)=O)ns1
16) COc1ccc(/C=C/c2onc(C)c2S(=O)(=O)N2CCC(C(=O)N3CCC(C)CC3)CC2)cc1
screen / no. | 9 | 10 | 11 | 12 | 13 | 14 | 15 | 16
CDK5 inh | -1.5 | -0.2 | 0.8 | 0.0 | 3.0 | 2.5 | 1.6 | 0.9
HTR5A inv ctr | 24.8 | -9.5 | 9.5 | -11.9 | 9.7 | -4.9 | 0.9 | -36.9
phage Ecoli inh | -1.7 | 1.6 | 2.6 | 3.0 | 0.6 | 2.5 | 2.4 | 1.2
E coli growth | nt | 2.7 | nt | 1.7 | -1.8 | 1.9 | 0.1 | -1.6
Tat export inh | 1.4 | 7.2 | 4.1 | 1.4 | 2.5 | 3.2 | -6.4 | 3.0
PKA-R2B activ | 6.4 | -12.8 | -3.0 | 4.7 | -4.4 | -10.2 | -0.1 | -11.6
HTR5A ag | 2.5 | -3.5 | 0.4 | 0.8 | 0.4 | 1.3 | -0.3 | 1.7
AddAB inh | nt | 3.5 | nt | 1.5 | 3.4 | 4.7 | 0.0 | 2.7
SUMO Mot1 rescue | nt | 16.2 | nt | -18.9 | 198.1 | 194.7 | 4.4 | 27.6
PKA-R1A act | 0.6 | 0.2 | 3.6 | 5.1 | 6.2 | -0.6 | 1.2 | 2.2
DAGLB inh | 1.2 | -3.4 | 1.5 | -1.4 | 3.5 | -2.3 | -0.7 | -8.7

Entries by screen from the entries so far:
Entries 9–16 in HTR5A inv ctr, in turn: 24.8, -9.5, 9.5, -11.9, 9.7, -4.9, 0.9, -36.9
Entries 9–16 in SUMO Mot1 rescue, in turn: nt, 16.2, nt, -18.9, 198.1, 194.7, 4.4, 27.6

The listing continues.
17) CC(C)C(CCN1C(=O)c2ccccc2C1=O)c1ccco1 (stereo unspecified)
18) O=C(N=C1SC2CS(=O)(=O)CC2N1c1ccc(F)cc1)C1CC1 (stereo unspecified)
19) CC[C@@]1(C(=O)OC)N[C@H](CN(C)C(=O)c2ccc(F)cc2)[C@@H]2C(=O)N(C)C(=O)[C@@H]21
20) O=C(CCNC(=O)c1ccccc1Cl)NN=Cc1ccccc1[N+](=O)[O-]
21) Cc1ccc(C)c(Cn2c(C)nc3c(sc(=S)n3-c3ccccc3)c2=O)c1
22) CS(=O)(=O)c1ccc2nc(NC(=O)CCN3C(=O)c4ccccc4C3=O)sc2c1
23) NC(=O)Nc1ccc(C(=O)OCC(=O)Nc2sccc2C(N)=O)cc1
24) O=[N+]([O-])c1ccccc1S(=O)(=O)N1CCN(CC2CC=CCC2)CC1 (stereo unspecified)
screen / no. | 17 | 18 | 19 | 20 | 21 | 22 | 23 | 24
CDK5 inh | 3.0 | 3.0 | 0.1 | 1.0 | 0.9 | 1.0 | 0.6 | -1.4
HTR5A inv ctr | -20.0 | -5.6 | -10.1 | -11.9 | 0.7 | -7.2 | 9.7 | 10.2
phage Ecoli inh | 2.2 | 4.0 | 0.8 | 3.5 | 2.4 | 2.9 | -1.4 | 1.8
E coli growth | -1.4 | 0.0 | 1.4 | 0.5 | -1.5 | -2.6 | nt | -2.2
Tat export inh | 5.9 | 22.6 | -6.6 | 6.7 | 12.3 | -5.8 | -2.2 | 1.5
PKA-R2B activ | 3.6 | -8.6 | 13.8 | 0.3 | -10.0 | 1.6 | -1.9 | 0.8
HTR5A ag | 7.3 | 1.5 | 2.7 | 3.1 | -0.3 | 2.8 | -3.2 | -4.0
AddAB inh | -1.1 | 2.0 | 1.9 | 0.9 | 5.4 | -0.2 | nt | 0.9
SUMO Mot1 rescue | -4.3 | -3.9 | nt | -15.3 | 7.4 | -14.0 | nt | 8.0
PKA-R1A act | -2.3 | -10.4 | -0.8 | -5.5 | -6.6 | 2.9 | 11.3 | -5.6
DAGLB inh | -6.5 | 0.4 | -1.3 | -0.7 | -1.2 | -2.0 | -1.8 | -6.8

Taken from above:
Reading of Cc1ccc(C)c(Cn2c(C)nc3c(sc(=S)n3-c3ccccc3)c2=O)c1 in E coli growth: -1.5
Reading of O=C(CCNC(=O)c1ccccc1Cl)NN=Cc1ccccc1[N+](=O)[O-] in E coli growth: 0.5
Reading of O=C(N=C1SC2CS(=O)(=O)CC2N1c1ccc(F)cc1)C1CC1 (stereo unspecified) in Tat export inh: 22.6

Screening results: PubChem BioAssay, several laboratories
